Screens deposited in PubChem BioAssay by National Center for Advancing Translational Sciences (NCATS).
Apoferritin bind – binds horse apoferritin like a general anesthetic. P02791. apoferritin/1-aminoanthracene competitive binding, fluorescence. Potency, µM (doses to about 77.5 µM), without a hit: top-dose activity change, negative = displacement, usual class: inhibitors. hit rate 0.074% among 350,000. AID 485281; further: potency means the concentration at half of the fitted maximal effect; on the % scale 0 is the no-effect control and ±100 the full control effect; nearly all actives have a fitted effect of over 20% in size
Target sequence (P02791 2-175 limits assumed): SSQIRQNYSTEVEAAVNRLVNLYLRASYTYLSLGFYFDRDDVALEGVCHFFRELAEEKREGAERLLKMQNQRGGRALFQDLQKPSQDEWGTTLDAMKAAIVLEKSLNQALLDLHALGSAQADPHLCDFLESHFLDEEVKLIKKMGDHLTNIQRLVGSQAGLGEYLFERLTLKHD
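In PBS, apoferritin at 10 uM is loaded with 1-AMA from a 50% saturated solution. After 10 min of compound exposure at ambient temperature, reduced 535 nm fluorescence indicates probe displacement.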
BLM helicase inh – inhibitors of human Bloom syndrome helicase BLM. Potency, µM (doses to about 56.1 µM), inactives show at the highest dose activity change, negative = inhibition, most hits filed as inhibitors. hit rate 0.2% among 350,000. P54132. recombinant BLM DNA unwinding, fluorescence dequenching;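 further: potency means the concentration at half of the fitted maximal effect; plate controls were vehicle for no effect and no enzyme for full effect; nearly all actives have a fitted effect of over 35% in size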
TRHR agonist – activates the human TRH receptor; TRHR cells, calcium flux fluo-8, FDSS agonist mode; activation, % at 2 µM; AID 493084; hit rate 0.18% among 360,000; in the data active means activation above about 30%; further: 0% is about no effect
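Agonist-mode FDSS calcium read (Ex 480/Em 530, 1 s cycles) in 1536-well TRHR cells with fluo-8 dye, after 10-cycle baseline and 23 nL compound addition; TRH at EC20 (10 nM final) added afterwards for the enhancer phase.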
POLB inh – DNA polymerase beta (human) inhibition. Pol beta primer extension/strand displacement, fluorescence kinetic. Potency, µM (highest dose often 114 µM), without a hit: top-dose activity change, negative = inhibition, actives largely listed as inhibitors. hit rate 1.3% among 340,000. AID 485314; further: potency means the concentration at half of the fitted maximal effect; on the % scale 0 is the no-effect control and ±100 the full control effect
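Kinetic readout of DNA synthesis with strand displacement by Pol beta. Compound and 10 nM enzyme sit 15 min at room temperature; 50 nM substrate starts the reaction, read immediately and at 10 min.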
ERG-DNA inh – inhibitors of human ERG Ets domain-DNA interaction; AID 624246; hit rate 0.028% among 370,000; P11308; Potency, µM (doses to about 76.9 µM), for inactives: at the highest dose FP activity, negative = inhibition, most hits filed as inhibitors; fluorescence polarization, His-ERG Ets domain / labelled DNA; active means well fitted inhibition curve with a large enough effect in the polarisation, with a control signal flat; inconclusive means small, poorly fitted or top-dose-only effect, or effect the other way, or a change in a side signal; inactive means no such curve, though single readings can be large or run the other way; the % refers to the polarisation;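 further: polarization taken with two DNA probes labelled with fluorescein and Texas red; potency means the concentration at half of the fitted maximal effect; % of control where 0% means no effect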
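His-tagged ERG Ets domain (1 uM in the protein solution; 300mM KCl, 50mM Tris-HCl, 1mM EDTA, 1mM DTT, pH 7.5) received compound, then a probe mix of 5 nM fluorescein-DNA and 100nM Texas-615-DNA. Fluorescence polarization was read for both dyes.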
APEX1 inh – inhibitors of human APE1 endonuclease | recombinant APE1, TAMRA/BHQ-2 abasic DNA cleavage fluorescence | hit rate 0.35% among 350,000 | Potency, µM (series often up to 65.8 µM), for inactives: at the highest dose activity change, negative = inhibition, hits mostly inhibitors;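 further: potency means the concentration at half of the fitted maximal effect; plate controls were vehicle for no effect and reference inhibitor for full effect; nearly all actives have a fitted effect of over 55% in size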
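Readout is kinetic fluorescence (ex 525, em 598 nm) from cleavage of 50 nM TAMRA/BHQ-2 THF abasic duplex by 0.75 nM APE1, compound added 15 min beforehand at RT.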
Pol iota inh – blocks human DNA polymerase iota activity; Pol iota fluorescent replication assay, 10 min; Potency, µM (doses to about 115 µM), for the others: at the highest dose activity, negative = inhibition, most hits filed as inhibitors; hit rate 1% among 390,000; further: potency means the concentration at half of the fitted maximal effect
Target sequence (Q9UNA4 whole entry, looked up): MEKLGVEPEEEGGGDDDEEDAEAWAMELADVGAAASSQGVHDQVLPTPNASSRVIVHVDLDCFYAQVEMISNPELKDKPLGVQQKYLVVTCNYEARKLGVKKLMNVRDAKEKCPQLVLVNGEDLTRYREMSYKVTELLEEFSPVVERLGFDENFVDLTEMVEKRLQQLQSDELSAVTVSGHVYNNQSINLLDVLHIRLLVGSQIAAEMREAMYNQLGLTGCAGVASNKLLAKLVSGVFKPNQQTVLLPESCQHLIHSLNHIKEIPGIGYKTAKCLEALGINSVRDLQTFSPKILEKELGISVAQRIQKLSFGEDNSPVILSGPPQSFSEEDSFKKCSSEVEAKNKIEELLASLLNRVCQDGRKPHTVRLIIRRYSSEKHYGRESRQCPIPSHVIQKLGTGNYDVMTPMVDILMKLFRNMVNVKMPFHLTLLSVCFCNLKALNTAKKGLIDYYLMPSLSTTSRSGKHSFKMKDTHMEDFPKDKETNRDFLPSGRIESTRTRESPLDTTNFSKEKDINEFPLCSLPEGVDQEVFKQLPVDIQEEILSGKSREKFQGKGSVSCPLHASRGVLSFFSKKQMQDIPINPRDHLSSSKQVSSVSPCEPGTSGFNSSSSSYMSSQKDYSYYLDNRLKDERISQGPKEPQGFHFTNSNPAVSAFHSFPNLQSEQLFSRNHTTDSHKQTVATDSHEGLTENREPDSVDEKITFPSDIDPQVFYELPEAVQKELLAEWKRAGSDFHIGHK
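Pol iota at 10 nM preincubated 15 min with compounds at room temperature; reaction started with fluorescent substrate, 50 nM final. Fluorescence read kinetically at 0 and 10 min; buffer-only wells as negative control.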
POLK inh – blocks human DNA polymerase kappa activity; Q9UBT6; purified Pol kappa, fluorescent DNA synthesis assay, 10 min; Potency, µM (highest dose often 107 µM), for inactives: at the top dose activity, negative = inhibition, most hits filed as inhibitors; hit rate 0.53% among 400,000; AID 588579; further: potency means the concentration at half of the fitted maximal effect; on the % scale 0 is the no-effect control and ±100 the full control effect
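10 nM Pol kappa preincubated 15 min at room temperature with compounds, then reaction started with substrate at 50 nM final. Fluorescence read kinetically at 0 and 10 min; buffer-only wells served as negative control.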
12-LOX inh – ALOX12 (human) lipoxygenase inhibition; P18054; purified 12hLO, xylenol orange hydroperoxide absorbance; Potency, µM (doses to about 108 µM), for inactives: top-dose activity change, negative = inhibition, most hits filed as inhibitors; hit rate 1.1% among 580,000; further: potency means the concentration at half of the fitted maximal effect; on the % scale 0 is the no-effect control and ±100 the full control effect
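Purified human 12hLO (150 nM final) in 25 mM Hepes, 0.01% Triton X-100, pH 7.0 was preincubated 15 min at room temperature with compound. Then 40 uM arachidonic acid was added, 30 min. Hydroperoxide was read by Fe-XO absorbance ratio 573/405 nm.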
* marks the source's active call; other numbers are inactive results; u = inconclusive; x = not tested or not shown; & = joins results of further samples; [ ] = another dose, or the depositor's remark. Unless noted, the call rests on the fitted dose curve; in most records, active means well fitted curve in the direction sought with a large enough effect; inconclusive means small, poorly fitted or top-dose-only effect, or another doubt; inactive means no such curve, though single readings can be large; an effect the other way counts as inactive or inconclusive.

12-LOX inh	TRHR agonist	APEX1 inh	Pol iota inh	BLM helicase inh	ERG-DNA inh	Apoferritin bind	POLK inh	POLB inh	Compound
-15%	-0.3	x	19%	3%	0%	u	-11%[60.1 µM]	-14%	Cc1ccc(OCc2nnc(SCC(=O)Nc3ccccc3C(C)C)o2)cc1
-16%	-0.2	0%	12%	-1%	-5%	-20%	-2%	4%	CC(C)(C)c1ccc2c(c1)OCC(C(=O)O)O2 (stereo not given)
12%	x	x	-1%	x	-7%	x	-8%	x	Nc1nonc1-n1nnc(C(=O)N/N=C/c2ccccc2F)c1CN1CCOCC1
-4%	-0.8	-2%	8%	1%	-2%	-10%	7%	-2%	Cc1ccc(F)cc1NC(=O)CCOc1ccccc1
-7%	x	x	-12%	x	0%	x	-7%	x	COc1ccc(C(=O)COc2ccc(C(C)=O)cc2OC)cc1OC
u	-0.3	x	20%	2%	-1%	5%	-1%[60.1 µM]	22%	COCCn1ccc2c(OCC(=O)NCc3ccc(F)cc3)cccc2c1=O
-16%	0.5	3%	58%[activator]	1%	-5%	-10%	-6%	5%	Cc1ccc2[nH]c(=O)c(CN(CCCO)C(C)c3nnnn3Cc3ccco3)cc2c1 (stereo not given)
0%	0.3	15%	16%	-1%	0%	-3%	-2%	-10%	Cn1c(CC(=O)Nc2ccccc2)nnc1SCC(=O)NC1=NCCS1
-16%	-1.0	50%[activator]	8%	-4%	0%	-5%	-11%	6%	CC(=O)NCCc1nc2cc(NS(=O)(=O)c3ccc(Cl)cc3)ccc2n1C
-22%	-0.6	45%[activator]	-11%	-5%	-12%	6%	0%	0%	O=C(COC(=O)c1ccc(Br)cc1)NC1CCCC1
-5%	-0.3	x	7%	1%	1%	3%	0%	25%	Cc1cc(C)c(Cn2c(=O)n(CCC(=O)NCc3ccc4c(c3)OCO4)c(=O)c3ccccc32)c(C)c1
-15%	0.0	22µM*	18µM*	4%	-4%	-5%	79µM*	14µM*	Cc1cc(C=O)c(C)n1-c1cccc(C(=O)O)c1
-5%	-0.5	3%	4%	-4%	-6%	-18%	1%	9%	O=S(=O)(/N=C(/Nc1ccccn1)c1ccccc1)c1ccc(Cl)cc1
31%[activator]	-0.4	3%	2%	0%	-6%	4%	-17%	4%	CCOC(=O)C1CCCN(C(=O)CC(c2ccccc2)c2ccccc2)C1 (stereo not given)
-10%	-0.2	u	50%[activator]	1%	5%	-21%	-13%	0%	CCOC(=O)c1ccc(-n2c(CN3CCN(CCO)CC3)nc3ccc([N+](=O)[O-])cc3c2=O)cc1
x	0.1	7%	x	-4%	x	u	x	u	O=C(Oc1cccc(O)c1)C1CCCCC1
-8%	0.2	u	11%	1%	-2%	-9%	-4%	17%	CCCCCCC(c1c(C)n(C)n(-c2ccccc2)c1=O)c1c(C)n(C)n(-c2ccccc2)c1=O
-24%	2.8	-15%	-22%	-4%	27%	u	-2%	0%	COc1cc2c(cc1OC)C(COc1ccc(C(C)C)cc1)NCC2 (stereo not given)
31%[activator]	-0.9	5%	79%[activator]	-2%	5%	u	-5%	-3%	O=C(CCc1nnc(CCCCc2ccccc2)o1)NCCc1cccnc1
16%	-0.7	-4%	-1%[58.9 µM]	-2%	1%	-16%	-6%	39%	COC(=O)CSc1nnc(CNC(=O)c2ccccc2OC)n1-c1ccc(OC)cc1
-15%	2.4	6%	2%	x	-6%	x	5%	x	Cc1noc(C)c1S(=O)(=O)N1CCCN(C(=O)/C=C/c2ccccc2F)CC1
15%	0.4	-2%	10%	-8%	-1%	u	-12%	-5%	Cc1cc(-n2c(C)cc(C(=O)CSc3ncnc4ccccc34)c2C)no1
-26%	-0.5	7%	17%	-3%	-9%	-13%	-12%	3%	COc1ccc(NC(=O)N2CCCc3ccccc32)c(OC)c1
9%	-0.5	1%	25%	x	1%	x	-15%	x	COc1ccc(C2=CC(=O)C[C@H](c3ccc(OC)c(OC)c3)C2)cn1
-12%	-0.8	-3%	11%	-1%	10%	-14%	-3%	21%	CCN1CCN(C(=O)/C(=C/c2cccs2)NC(=O)c2ccc(C)c(C)c2)CC1
-5%	0.1	4%	11%	-11%	12%	-5%	8%	35%	C/C(=N\NC(=O)c1ccc(Cn2cc([N+](=O)[O-])cn2)o1)c1cccc(NC(=O)c2cccnc2)c1
-7%	0.2	5%&6%&3%	30%	1%&-6%	10%	5%&-1%	0%[60.1 µM]	u	Cc1cc(C(C)(C)C)c(O)c(C(C)(C)C)c1
-15%	-0.2	-5%	28%	-23%	2%	-7%	-3%	-1%	Cc1cc(OC(C)C(=O)NCc2ccccn2)c2c(C)c(Cc3ccccc3)c(=O)oc2c1 (stereo not given)
u	1.3	8%	-7%	-3%	-2%	-1%	-4%	-18%	CCOC(=O)Nc1ccc2c(c1)N(C(=O)N1CCN(C)CC1)c1ccccc1S2
u	1.1	-1%	-10%	-5%	-2%	-9%	-1%	7%	COc1cc(-c2nc3ccc4ccccc4c3c3c2CCC3)cc(OC)c1OC
-1%	0.5	x	-24%	1%	7%	u	-3%	-29%	Cc1ccc(CNC(=O)c2ccc3c(c2)NC(=O)C(CS(=O)(=O)Cc2cccc(C)c2)N3)cc1 (stereo not given)
-12%	0.1	-2%	104%[activator]	-4%	0%	-6%	-1%	23%	C=CCOc1ccc(CN(C)C(=O)CNC(=O)c2ccc(-c3ccccc3)cc2)cc1
-36%&7%	0.6	x	23%	-2%	-2%	65%[activator]	-1%	9%	COc1ccc(NC(=O)c2cc3cc(C)ccc3n2C)cc1
-22%	x	-15%	14%	x	0%	x	-3%	x	CCN(CC)C(=O)[C@H]1C[C@H](CC(=O)NC(C)(C)C)C(=O)N2CCc3c([nH]c4cc(CCC(=O)N(C)C)ccc34)[C@]12C
-14%	-0.6	-12%	0%	-1%	-3%	28%	-1%	9%	COc1cc(OC)cc(C(C(=O)NC2CCCCC2)N(C(=O)c2ccno2)c2ccccc2)c1 (stereo not given)
u	x	x	-23%	x	11%	x	-8%	x	O=C(O)C1OC1(c1ccccc1Cl)c1ccccc1Cl (stereo not given)
-7%	0.2	8%	28%&-24%	3%	2%	-2%	11%&-12%	0%	CCN(CCCNC(=O)C1CCCN(S(=O)(=O)c2cnc[nH]2)C1)c1ccccc1 (stereo not given)
-7%	1.3	2%	16%	4%	2%	9%	-13%	0%	CCOC(=O)c1c(C)oc2ccc(OC(=O)COc3c(F)c(F)c(F)c(F)c3F)cc12
-14%	0.0	13%	u	-1%	14%	-12%	-10%	29%	Oc1ccc2ccccc2c1C=Nc1ccc(Cl)cn1
-16%	0.1	x	-12%	1%	-3%	u	-1%	4%	O=C(CSc1c2c(nc3ccc(Cl)cc13)CCCC2)N1CCCCC1
26%	-0.8	-1%	18%	0%	9%	-9%	-2%	-11%	N#CCN1CCN(CC(=O)Nc2cccc3ccccc23)CC1
-18%	-0.9	-12%	43%[activator]	-10%	-13%[15.4 µM]	7%	-9%	1%	Cc1nn2c(N3CCCC3)c3c(nc2c1-c1ccccc1)CCC3
-23%	0.0	8%	21%	0%	-12%	0%	3%	2%	COC(=O)c1ccc2c(=O)n(CCCCCC(=O)NCc3ccccn3)c(=O)[nH]c2c1
0%	1.5	0%	23%	1%	-10%	2%	-7%	-1%	COc1ccc(-n2c(SCC(=O)N3CCCCC3)nnc2-c2cccnc2)cc1
-7%	x	19%	1%	x	1%	x	-4%	x	O=C(CN1C(=O)NC2(CCCCC2)C1=O)Nc1ccc(N2CCCCC2)cc1
-17%	1.5	x	-14%	-12%	9%	211%[activator]	-10%	1%	Cc1cccc(NC(=O)COc2ccc3oc4c(c3c2)CCCC4)c1
0%	0.0	-2%	15%	-1%	-2%	5%	-20%	10%	CCOC(=O)/C(C#N)=C/c1ccc(OCC(=O)Nc2ccccc2)c(OC)c1
5%	-0.5	-6%	7%	-3%	-4%	-7%	0%	41%	CCOc1ccc(CCNC(=O)C2CCC(=O)N2C2CCCCC2)cc1OCC (stereo not given)
0%	0.0	8%	25%	-2%	1%	-6%	-6%	62%	Cc1ccc(S(=O)(=O)Cn2nnnc2CN2CCN(C(=O)c3ccco3)CC2)cc1
x	16	-4%	x	0%	x	-21%	x	u	CC(=O)OC1COC(OC2C(O)C(C)OC(OC3C(OC4CCC5(C)C(CCC6(C)C5CC=C5C7CC(C)(C)CCC7(C(=O)O)CCC56C)C4(C)CO)OCC(O)C3O)C2O)C(O)C1OC(C)=O (stereo not given)
10%	0.8	x	3%	-1%	-2%	-17%	-2%	7%	COc1ccccc1CNc1nc2ccc(Cl)cc2n2cnnc12
-11%	-0.6	x	-8%	-6%	u	-2%	-6%	44%	CCc1nn2c(-c3ccco3)ccnc2c1-c1ccc(F)cc1
-18%	-0.4	-5%	-11%	-3%	-13%	-10%	-2%	0%	CCS(=O)(=O)Nc1ccc(C2=NN(C(=O)c3ccco3)C(c3cccc(F)c3)C2)cc1 (stereo not given)
-3%	0.6	3%	134%[activator]	-8%	1%	-5%	-2%	6%	O=C(O)c1ccc(Cl)c(NCc2ccncc2)c1

By substructure: the entries above with a tert-butyl group.
12-LOX inh	TRHR agonist	APEX1 inh	Pol iota inh	BLM helicase inh	ERG-DNA inh	Apoferritin bind	POLK inh	POLB inh	Compound
-16%	-0.2	0%	12%	-1%	-5%	-20%	-2%	4%	CC(C)(C)c1ccc2c(c1)OCC(C(=O)O)O2 (stereo not given)
-7%	0.2	5%&6%&3%	30%	1%&-6%	10%	5%&-1%	0%[60.1 µM]	u	Cc1cc(C(C)(C)C)c(O)c(C(C)(C)C)c1
-22%	x	-15%	14%	x	0%	x	-3%	x	CCN(CC)C(=O)[C@H]1C[C@H](CC(=O)NC(C)(C)C)C(=O)N2CCc3c([nH]c4cc(CCC(=O)N(C)C)ccc34)[C@]12C

A portion of the library; count on the stated rates, not on these rows.
